Assay outcomes as filed in PubChem BioAssay.
Growth percent in the NCI-60 one-dose screen (48 h, 10 µM unless noted): 100 = growth as untreated, 0 = no growth, -100 = all killed.
U251 = U251 CNS tumor cells | actives 5.4% (n = 80,000) | AID 1794753
HCT-116 = HCT-116 colon cancer. actives 7.3% (n = 82,000). AID 1794798
SNB-75 = SNB-75 CNS cancer | actives 5% (n = 79,000) | AID 1794750
SF-295 = SF-295 CNS cancer cells; actives 5.6% (n = 79,000); AID 1794758
SF-539 = SF-539 CNS cancer. actives 6.8% (n = 81,000)
SNB-19 = SNB-19 CNS cancer cells | actives 2.5% (n = 81,000) | AID 1794751
HCC-2998 = HCC-2998 colon cancer; AID 1794799; actives 4.7% (n = 79,000)
KM12 = KM12 colon cancer cells; AID 1794800; actives 5% (n = 82,000)
SF-268 = SF-268 CNS cancer cells | actives 3.1% (n = 82,000)
Starred values were filed as active, the others as inactive; / = no result given; [ ] = dose if it differs, or a comment. How the source made its calls: active means growth percent below 10; inactive means the rest.

Second line of a record – HCC-2998, HCT-116, SF-539, SF-268, SF-295, SNB-19, U251, SNB-75, KM12
#1 CC(=O)N[C@H](C(=O)N[C@H](Cc1ccccc1)C(=O)N[C@H](CS)C(=O)N[C@H](CCCN=C(N)N)C(=O)N[C@H](CCCN=C(N)N)C(=O)N[C@H](CCCN=C(N)N)C(=O)N[C@H](CCCN=C(N)N)C(N)=O)[C@@H](C)O
→ 107, 110, 101, 111, 98, /, 115, 98, 114
#2 CCCCCc1cc[n+](CC(=O)c2ccc([N+](=O)[O-])cc2)cc1
→ 58, 21, 97, 87, 95, 88, 48, 90, 50
#3 FC(F)(F)c1cc2c(Cl)ncnc2n1CCN1CCCCC1
→ -75*, 8.0*, 73, 9.3*, 81, -35*, 82, 14, 94
#4 Cc1cc2c(cc1C)[n+](=O)c(C(=O)c1ccccc1)c(C(F)F)n2[O-]
→ 80, 91, 92, 83, 53, 73, 58, 65, 71
#5 O=S(=O)(c1ccc(N=Cc2cccs2)cc1)c1ccc(N=Cc2cccs2)cc1
→ 116, 75, 112, 108, 102, 105, 100, 85, 112
#6 COc1ccc(C2=NN(C(=O)c3cc(OC)c(OC)c(OC)c3)C(c3ccc(C#N)cc3)C2)cc1OC (centres undefined)
→ 35, 14, -13*, 49, -4.0*, /, 22, /, 15
#7 CC(=O)Nc1cccc(Nc2nc(N[C@H]3CCCc4ccccc43)c3ccccc3n2)c1
→ 117, 108, 97, 96, 97, 97, 105, 91, 101
#8 Nc1ccc(-c2nc3nc(N)nc(N)c3nc2-c2ccc(N)cc2)cc1
→ 90, 92, 95, 99, 93, /, 93, 74, 95
#9 O=C(NC1(C(=O)O)CCCC1)C(Cl)Cl
→ 94, 101, 102, 110, 97, 98, 113, 95, 104
#10 COc1ccc(N2CCN(CCCNS(=O)(=O)c3ccc(C)cc3)CC2)cc1
→ 103, 104, 97, 104, 99, 99, 100, 98, 103
#11 COc1ccc2oc(=O)cc(/C=C3/C(=O)N(c4ccccc4)N=C3C)c2c1
→ 97, 100, 93, 95, 103, 112, 100, 95, 100
#12 CC(=O)O[C@H]1[C@H](CC#CC#CC[C@@H]2C[C@]3(C)[C@H]4CC=C5[C@H]6[C@@H](C)[C@H](C)CC[C@]6(C(=O)NCCCCN)CC[C@@]5(C)[C@]4(C)CC[C@H]3C(C)(C)[C@H]2OC(C)=O)C[C@]2(C)[C@H]3CC=C4[C@H]5[C@@H](C)[C@H](C)CC[C@]5(C(=O)NCCCCN)CC[C@@]4(C)[C@]3(C)CC[C@H]2C1(C)C
→ 106, 96, 93, 103, /, 100, 98, 87, 98
#13 COc1cc(-c2nc(N)n(C(=S)Nc3ccccc3)n2)cc(OC)c1OC
→ 96, 94, 99, 93, 95, 95, 105, 77, 97
#14 O=C(O)c1cc(I)cc(I)c1O
→ 101, 102, 100, 98, 91, 109, 107, 84, 101
#15 Cn1c(=O)c2[nH]c(SC/C(=N/O)c3ccc(Br)cc3)nc2n(C)c1=O
→ 17, 28, -54*, 50, 14, 39, 1.1*, -27*, 57
#16 O=C(/C=C/c1cccc(F)c1)c1cccc(OCCCCOc2cccc(C(=O)/C=C/c3cccc(F)c3)c2)c1
→ 114, 73, 110, 100, 105, 94, 105, 102, 110
#17 Fc1ccc(-c2nnc(N3CCOCC3)c3ccccc23)cc1F
→ 106, 100, 103, 103, 100, 99, 105, 73, 100
#18 Cc1nc2ccc(Br)cn2c1-c1nnc(SCc2ccccc2[N+](=O)[O-])o1
→ 110, 95, 89, 96, 97, 92, 108, 87, 105
#19 CCOc1ccc2c(c1)c(C)cc(C)[n+]2CC
→ 83, 54, 89, 95, 54, 65, 46, 71, 18
#20 O=C(O)CC1(CC(=O)Nc2nccs2)CCCCC1
→ 114, 108, 114, 109, 116, 103, 111, 94, 108

Copied from above: nos. 13 to 20
Second line of a record – HCC-2998, HCT-116, SF-539, SF-268, SF-295, SNB-19, U251, SNB-75, KM12
#13 COc1cc(-c2nc(N)n(C(=S)Nc3ccccc3)n2)cc(OC)c1OC
→ 96, 94, 99, 93, 95, 95, 105, 77, 97
#14 O=C(O)c1cc(I)cc(I)c1O
→ 101, 102, 100, 98, 91, 109, 107, 84, 101
#15 Cn1c(=O)c2[nH]c(SC/C(=N/O)c3ccc(Br)cc3)nc2n(C)c1=O
→ 17, 28, -54*, 50, 14, 39, 1.1*, -27*, 57
#16 O=C(/C=C/c1cccc(F)c1)c1cccc(OCCCCOc2cccc(C(=O)/C=C/c3cccc(F)c3)c2)c1
→ 114, 73, 110, 100, 105, 94, 105, 102, 110
#17 Fc1ccc(-c2nnc(N3CCOCC3)c3ccccc23)cc1F
→ 106, 100, 103, 103, 100, 99, 105, 73, 100
#18 Cc1nc2ccc(Br)cn2c1-c1nnc(SCc2ccccc2[N+](=O)[O-])o1
→ 110, 95, 89, 96, 97, 92, 108, 87, 105
#19 CCOc1ccc2c(c1)c(C)cc(C)[n+]2CC
→ 83, 54, 89, 95, 54, 65, 46, 71, 18
#20 O=C(O)CC1(CC(=O)Nc2nccs2)CCCCC1
→ 114, 108, 114, 109, 116, 103, 111, 94, 108

New compounds follow.
Second line of a record – HCC-2998, HCT-116, SF-539, SF-268, SF-295, SNB-19, U251, SNB-75, KM12
#21 COc1ccc2c(c1)c(-c1nnc(N)nc1-c1c[nH]c3ccc(F)cc13)cn2C
→ 75, 21, 40, 54, 33, 45, 35, 24, 23
#22 COc1ccc(NC(=O)CNc2ccc(-c3nc4ccccc4s3)cc2)cc1
→ 97, 98, 101, 89, 100, 99, 96, 90, 93
#23 Nn1c(=O)n(-c2cccc(C(F)(F)F)c2)c(=O)c2cc(-c3ccc(F)cc3F)ccc21
→ 12, 3.2*, 19, 18, -4.1*, 9.6*, 5.1*, -16*, 8.9*
#24 COc1ccc(N2CC(c3nc4ccccc4s3)CC2=O)cc1 (centres undefined)
→ 103, 87, 97, 91, 95, 96, 97, 55, 94
#25 Cc1ccc2nc(N)[nH]c2c1
→ 99, 101, 107, 97, 97, 113, 103, 101, 98
#26 NC(=O)c1cccc(-n2ccc3cc(NC(=O)Nc4ccc(N5CCOCC5)c(C(F)(F)F)c4)ccc32)n1
→ 31, 0.2*, -20*, 3.3*, -46*, 2.4*, 0.7*, -24*, -16*
#27 O=C(CCN1C(=O)/C(=C/c2ccc(O)cc2)SC1=S)Nc1ccc(Cl)cc1
→ 115, 92, 96, 91, 93, 90, 96, 90, 98
#28 CCCCCCCC(=O)Nc1cc2c3c(c1)CCC(=O)N3CCC2
→ 110, 101, 93, 106, 97, 96, 85, 103, 101
#29 COc1ccc(NC(=O)Nc2ccc(-c3ccc(NC(=O)Nc4ccc(OC)cc4)c(C)c3)cc2C)cc1
→ 106, 91, 93, 102, 95, 110, 95, 34, /
#30 CCC1(C)OC(=O)N(C)C1=O (centres undefined)
→ 101, 106, 105, 102, 102, 102, 103, 101, 104
#31 CC(OC(=O)Nc1ccccc1)C(=O)OCCCl (centres undefined)
→ 103, 102, 103, 108, /, 105, 100, 94, 111
#32 COc1ccc(-c2nc3ccc(/C=C/C(=O)c4cccc(N)c4)cc3s2)cc1
→ 94, 92, 120, 108, 89, 92, 89, /, 90
#33 O=S(=O)(c1ccc(F)cc1)c1ccc(F)cc1
→ 103, 110, 103, 100, 108, 104, 97, 84, 106
#34 N#CCCCCOCCCCC#N
→ 96, 87, 101, 105, 98, 109, 98, 91, 100
#35 Cc1ccc(C2CC(c3ccc(Nc4nc(NCCO)nc(N5CCOCC5)n4)cc3)=NN2c2cc(Cl)cc(Cl)c2)cc1 (centres undefined)
→ 112, 86, 83, 91, 97, 105, 89, 84, 91
#36 O=C(Nc1cc(C(F)(F)F)cc(C(F)(F)F)c1)Nc1ccc2oc(=O)ccc2c1
→ 11, 2.1*, 21, 21, 0.3*, 14, 15, 15, 9.7*
#37 COc1ccc(Nc2csc(Nc3cnccn3)n2)cc1
→ 101, 104, 100, 94, 97, 103, 105, 90, 103
#38 COc1ccc(N2COC(=O)c3ccccc32)cc1OC
→ 105, 107, 95, 102, 104, 103, 100, 99, 98
#39 COc1cc(/C=C2\CN(C(=O)CCN3CCC(=NO)CC3)C/C(=C\c3cc(OC)c(OC)c(OC)c3)C2=O)cc(OC)c1OC
→ -80*, -57*, -61*, -73*, -75*, -90*, -69*, /, -84*
#40 Cc1cc(C)nc(NS(=O)(=O)c2ccc(NCn3cnc4ccccc43)cc2)n1
→ 103, 86, 89, 108, 100, 103, 106, 85, 112

Continuation.
Second line of a record – HCC-2998, HCT-116, SF-539, SF-268, SF-295, SNB-19, U251, SNB-75, KM12
#41 CC1=C(C)C(=O)C(N2CCC(Cc3ccccc3)CC2)=CC1=O
→ 97, 81, 93, 86, 75, 88, 65, 63, 74
#42 COc1cc2nc(Nc3cccc(F)c3)nc(Nc3cc(C)[nH]n3)c2cc1OC
→ -88*[20 µM], -68*[20 µM], -100*[20 µM], -70*[20 µM], -92*[20 µM], -89*[20 µM], -55*[20 µM], -98*[20 µM], -69*[20 µM]
#43 CCCNC(=O)c1c(C)oc2ncnc(Nc3cccc(Cl)c3)c12
→ 123, 105, 99, 96, 90, 106, 91, 95, 95
#44 CCCc1nn(-c2ccccc2)c2c1C(c1cc3c(cc1Br)OCO3)C(C#N)=C(N)O2 (centres undefined)
→ 111, 109, 97, 102, 100, 98, 99, 83, 102
#45 COc1cccc(/C=C2\Oc3cc(O)ccc3C2=O)c1OC
→ 119, 99, 104, 107, 104, 102, 103, 114, 112
#46 O=Cc1ncc(-c2cc(C(F)(F)F)cc(C(F)(F)F)c2)c(NC2CCCCCC2)n1
→ 95, 87, 106, 82, 88, 100, 82, 92, 93
#47 COc1ccc(-c2nn(-c3ccccc3)cc2C2Nc3ccccc3S2)cc1 (centres undefined)
→ 107, 66, 99, 77, 72, 69, 89, 27, 101
#48 COc1ccc(C(=O)Oc2ccc(Br)cc2)cc1
→ 104, 94, 107, 101, 92, 108, 89, 92, 98
#49 Cc1c(C(=O)NCCC(=O)NO)sc2ncnc(Nc3ccc(F)c(Cl)c3)c12
→ 105, 107, 98, 96, 96, 99, 102, 97, 104
#50 COc1ccc2c(c1)C(C)Cc1c(Cl)nc(C)nc1N2C (centres undefined)
→ 30, 12, 4.6*, 43, 7.8*, 25, 22, 39, 21
#51 CC(=O)Oc1c(C2=NN(C(C)=O)C(c3ccc(Cl)cc3)O2)sc2nnc(-c3ccccc3)c(-c3ccccc3)c12 (centres undefined)
→ 83, 80, 104, 90, /, 83, 105, 78, 82
#52 CCC1(C)CC(C)(C)c2cc([N+](=O)[O-])c(C)c([N+](=O)[O-])c21 (centres undefined)
→ 103, 89, 97, 100, 91, 105, 91, 91, 106
#53 COC(=O)[C@]12CCC(C)(C)C[C@H]1C1=CC[C@@H]3[C@@]4(C)Cc5c(n(CC#CCN6CCNCC6)c6ccccc56)C(C)(C)[C@@H]4CC[C@@]3(C)[C@]1(C)CC2
→ 103, 105, 97, 102, 99, 89, 100, 96, 102
#54 CC(=O)c1ccnc2c(O)c(CN3CCOCC3)ccc12
→ 95, 73, 82, 93, 83, 90, 84, 86, 97
#55 CC(=O)Nc1nc(-c2ccc(N3CCN(C)CC3)c(NS(=O)(=O)c3ccc(C(F)(F)F)cc3)c2)cs1
→ 15, -76*, -86*, 41, 46, 46, 23, 1.1*, 2.4*
#56 CCCCN(CCCC)CC(O)c1ccc(OCc2ccccc2)c2ccccc12 (centres undefined)
→ 70, 54, 101, 75, 49, 97, 98, 80, 74
#57 CC(=O)[C@H]1CC[C@H]2[C@@H]3CCc4cc(O)ccc4[C@H]3CC[C@]12C
→ 114, 102, 96, 94, 92, 100, 99, 87, 87
#58 Cn1c(=O)c2c(nc(N/N=C/c3cccc(Br)c3)n2C)n(C)c1=O
→ 105, 111, 99, 115, 95, 96, 110, 120, 105
#59 CCOC(=O)C1=C(C)NC(SCc2cc(=O)oc3ccc(C)cc23)=N[C@@H]1c1cccc2ccccc12
→ 100, 83, 104, 90, 100, 98, 97, 96, 92
#60 O=C(/C=C/c1cccc(C(F)(F)F)c1)Nc1ncc(Cc2ccc(Cl)cc2)s1
→ 103, 98, 106, 95, 103, 101, 100, 90, 97

The listing continues:
Second line of a record – HCC-2998, HCT-116, SF-539, SF-268, SF-295, SNB-19, U251, SNB-75, KM12
#61 Nc1cc(N2C(=O)c3ccccc3C2=O)ccc1Cl
→ 108, 110, 105, 114, 78, 97, 95, 100, 108
#62 Cc1cc2nc(CC(=O)c3ccc4ccccc4c3)c(=O)[nH]c2cc1C
→ 115, 79, 91, 110, 92, /, 91, 116, 102
#63 NC(=S)Nc1cccc(O)c1
→ 97, 92, 96, 109, 100, 99, 96, 84, 106
#64 O=C1c2ccccc2NC(c2cc3ccccc3c3ccccc23)N1/N=C/c1cc2ccccc2c2ccccc12 (centres undefined)
→ 105, 91, 95, 104, 100, /, 91, 79, 98
#65 NC1CC2(CCN(c3cnc(C(=O)Nc4cc(F)cc5cccnc45)cn3)CC2)C1
→ 84, 38, 76, 83, 58, 83, 57, 74, 82
